# aSyn yeast rescue – qHTS of alpha-syn Inhibitors: NCGC Sytravon Library Screen; 94,000 compounds, 0.02% hits; Potency, µM (doses to about 46.1 µM), for inactives: top-dose growth rescue (activation), hits mostly activators; S. cerevisiae alpha-synuclein toxicity rescue, BacTiter-Glo growth, 24 h; active = well fitted activation curve with a large enough effect; inconclusive = small, poorly fitted or top-dose-only effect; note: 0% is about no effect
#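 Growth restoration measured by BacTiter-Glo luminescence after 24 hr at 30 deg C; alpha-synuclein yeast, raffinose-pregrown to mid-log, were added at OD600=0.02 in galactose medium onto pinned compounds.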
# Numbers without * were called inactive; ? = inconclusive; [ ] = another dose, or the depositor's remark. Potency is the fitted concentration of half-maximal effect. These rows are one share of the data (hit frequency here may not be typical).
SMILES,aSyn yeast rescue
O=c1c2cc3c(cc2nc2sc(Nc4ccccc4)nn12)OCO3,0.9%
Cc1nc2nc(NC(=O)c3ccccc3F)[nH]n2c(=O)c1Cl,-10.1%
CCCCn1c(N)c(N(CC(C)C)C(=O)c2ccco2)c(=O)[nH]c1=O,9.0%
CCOC(=O)N1CCC(Nc2c(NCCCN3CCN(c4ccc(OC)cc4)CC3)c(=O)c2=O)CC1,-0.4%
Cc1cccc2nc(-c3cccc(NS(=O)(=O)c4ccccc4)c3)cn12,-7.3%
CCOc1ccc(N(C(=O)CNS(=O)(=O)c2ccccc2)C(CC)C(=O)NCc2ccco2)cc1 (stereo unspecified),-1.5%
CCCC1NC(=O)c2cc3ccccc3cc2-n2c1nc1ccc(C)cc1c2=O (stereo unspecified),11.4%
O=C(CCn1c(=O)c2cccn2c2cccnc21)NCc1ccc(Cl)cc1,7.8%
S=C(Nc1ccc(Cl)cc1)Nc1cccc2cnccc12,-6.8%
Cc1ccc(C)c(-n2c(SCC(=O)NC(C(=O)O)C(C)C)nnc2-c2cccc(Cl)c2)c1 (stereo unspecified),3.6%
CC(C)CC1C(=O)N(Cc2cn(Cc3ccco3)nn2)CCS(=O)(=O)N1Cc1ccc(-c2ccc(F)nc2)cc1 (stereo unspecified),-0.9%
Cc1ccc2nc(-c3ccsc3)c(Nc3ccc(Cl)cc3)n2c1,-18.1%
Cc1ccc(N(Cc2ccccc2)C(=O)c2cccc(S(=O)(=O)N3CC(C)OC(C)C3)c2)cc1 (stereo unspecified),-3.5%
Cn1c(CS/C(N)=N/N=C/c2ccccc2)c(Br)c(=O)n1-c1ccccc1,-21.4%
C=CCCCCCCCCc1nc(SCC(=O)O)n[nH]1,-4.2%
Cc1cc(C)n(-c2nc3cc(Cl)ccc3nc2Nc2ccc(CC(=O)O)cc2)n1,-0.3%
Nc1ccc2nc(SCC(=O)Nc3ccc(N4CCOCC4)c(Cl)c3)sc2c1,1.9%
CCNc1sc(S(C)(=O)=O)nc1S(=O)(=O)c1ccc(C)cc1,-5.9%
O=C(O)Cc1ccc(NC2(c3ccccc3)C(=O)c3ccccc3C2=O)cc1,7.3%
CCN(CC)C(=O)C1=C(C)N(CCCOC)C(=O)C(CC(=O)NCC2CCCCC2)C1 (stereo unspecified),4.3%
CSc1ccccc1NC(=O)c1cc(CC(C)C)on1,-0.6%
CCC(Sc1nc2ccsc2c(=O)n1CCC(=O)O)C(=O)Nc1ccc(Cl)cc1 (stereo unspecified),5.6%
CCOC(=O)c1cnc2c(C)cccc2c1NCCc1ccc(OC)c(OC)c1,3.0%
CC(C)N(CCc1ccncc1)C(=S)Nc1ccc(F)c(Cl)c1,-0.8%
CCCN(CCC)CCCNC(=O)c1cc2c(=O)n(CC)c3ccccc3c2s1,-3.6%
COc1ccc(C2CCc3cc(OC)c(OC)cc3C2NC=O)cc1OC (stereo unspecified),-0.8%
CC1(C)C(=O)Nc2ccccc2N1C(=O)CSc1nc(-c2ccccc2)cs1,-7.0%
CCOC(=O)/C(=N/Nc1ccccc1OC)N1CCCc2ccccc21,-3.8%
CCc1cccc(N2C(=O)N(Cc3c(F)cccc3Cl)c3ccccc3S2(=O)=O)c1,3.5%
Cc1ccc(C(=O)OC2=C(C(=O)c3ccccc3)N(C)S(=O)(=O)c3ccccc32)cc1,5.3%
CCOc1ccc(NC(=O)CNC(=O)c2nn(-c3ccc(OC)c(OC)c3)c(=O)c3ccccc23)cc1,-0.3%
COc1cccc(C(=O)CC(=O)C(=O)Nc2cccc([N+](=O)[O-])c2C)c1,2.7%
CN(c1ncnc2onc(-c3cccc(Cl)c3)c12)C1CCCCC1,-7.7%
CCOC(=O)Cn1c(C2CC(=O)N(c3ccc(C)cc3)C2)nc2ccccc21 (stereo unspecified),2.8%
Cc1cccc(N2CCN(S(=O)(=O)c3ccc4c(c3)CCCN4C(=O)C3CCC3)CC2C)c1 (stereo unspecified),9.1%
CC1CC(NC(=O)c2cnc3n(c2=O)CCS3)CC(C)(C)C1 (stereo unspecified),5.3%
Cc1nc(N2CCOCC2)c2c(C(=O)N(C)Cc3ccccc3)c(C)oc2n1,-0.6%
Cc1ccc(S(=O)(=O)N(C)C[C@H]2OCc3cn(nn3)CCCC(=O)N([C@@H](C)CO)C[C@@H]2C)cc1,4.6%
COC(=O)c1ccccc1NC(=O)CCc1c(C)nc2c(c(C)nn2-c2ccccc2)c1C,-8.1%
Cn1c(=O)c2c(nc(SCC(=O)Nc3ccc(F)cc3)n2Cc2ccccc2)n(C)c1=O,-2.2%
CCOc1ccc(OCC)c(NC(=O)Cn2ncc3c4ccccc4n(Cc4ccccc4)c3c2=O)c1,-5.4%
N#Cc1ccc(NC(=O)COCc2cc(-c3ccc4c(c3)OCO4)on2)cc1,1.4%
Cn1c(=O)c2nc(SCC(=O)Nc3cc(Cl)ccc3Cl)n(C)c2n(C)c1=O,1.6%
Cc1ccc(N2CCN(C(=O)c3c(C)oc4nc(C)nc(N5CCCC5)c34)CC2)c(C)c1,17.6%
CCCC(O)c1nc2ccccc2n1CCCOc1ccc(Cl)cc1 (stereo unspecified),-6.6%
O=C(OCC(=O)C12CC3CC(CC(C3)C1)C2)c1cccnc1,14.8%
CCc1ccc(CNC(=O)C2COc3ccc(OC)cc3C2)cc1 (stereo unspecified),2.6%
COc1ccccc1CNC(=O)CCc1c(C)nn(-c2ccc(N3CCOCC3)nn2)c1C,-0.2%
COc1ccccc1N1CCN(c2csc3ccc(Cl)cc3c2=O)CC1,2.1%
CCOC(=O)CN1C(C(=O)c2ccccc2)=C(OC(=O)c2ccccc2)c2ccccc2S1(=O)=O,-0.2%
Cc1ccc(C(=O)C(C)OC(=O)CNC(=O)c2ccc(Br)o2)cc1 (stereo unspecified),3.9%
COc1ccc(NC(=O)C2CCN(S(=O)(=O)c3c(C)noc3/C=C/c3cccs3)CC2)cc1,-0.5%
COc1cccc(OCC(=O)NC2CC(=O)N(c3ccc4c(c3)OCCO4)C2)c1 (stereo unspecified),-4.8%
COc1ccc(Cl)cc1NC(=O)CCC(=O)N1CCOc2ccccc21,?
CCOC(=O)c1oc2ccccc2c1COC(=O)CNC(=O)c1cc(OC)c(OC)c(OC)c1,-1.6%
CN1C(=O)CN(CCN2CC(=O)N(C)C(=O)C2)CC1=O,5.5%
Cc1ccc(S(=O)(=O)N(C)C)cc1-n1c(SCC(=O)N(C)C)nc2ccccc2c1=O,4.6%
CCC(=O)N1CCc2cc(Br)cc(S(=O)(=O)CCC(=O)NCc3ccccc3OC)c21,-7.3%
O=C(Cn1ncc2c1-c1ccccc1OC2)N1CCc2ccccc21,-3.9%
COc1cn(CC(=O)Nc2cccc(C)c2)c(CN2CCCCC2)cc1=O,3.2%

# (next part)
SMILES,aSyn yeast rescue
O=C(Nc1ccc(Cl)c([N+](=O)[O-])c1)C(NCCCO)c1ccccc1 (stereo unspecified),-2.4%
COc1ccc(-c2cn3nc(N4CCC(C(=O)Nc5cccc(Cl)c5)CC4)sc3n2)cc1,-5.6%
CCC1(c2ccccc2)NC(=O)N(CC(=O)Nc2cc(S(=O)(=O)N3CCCCC3)ccc2N(C)C)C1=O (stereo unspecified),1.6%
CCCC1=Nc2cc(C(=O)NCCc3ccc(OCC)cc3)ccc2Sc2ccccc21,-4.9%
CCOc1ccc(CC(=O)Nc2ccc3nc(N4CCCCC4)cc(C)c3c2)cc1OCC,-9.3%
COc1ccc(C)cc1NC(=O)C1CCN(S(=O)(=O)c2cc(Br)cc3c2N(C(C)=O)CC3)CC1,3.1%
O=S(=O)(c1ccc(F)cc1F)N1CCCN(c2ccc(C(F)(F)F)cn2)CC1,9.9%
Cn1c(SCC(=O)c2ccc(F)cc2)nnc1-c1ccccc1Br,-8.2%
Cc1ccc(S(=O)(=O)NN=C2CC3CC2C2CCCC32)cc1 (stereo unspecified),-6.3%
Cc1cc(C)n(CCNC(=O)c2ccco2)n1,-2.7%
Cc1ccc(NC(=O)c2c(N3CCCC3=O)c3cc(C)ccc3n2C)c(C)c1,-14.9%
COc1ccc(N2CCN(C(=O)CSc3nc(C)cs3)CC2)cc1,-10.5%
Cc1c(CNC(C)CCc2ccccc2)c(C(=O)O)c(C)n1Cc1ccc(F)cc1Cl (stereo unspecified),7.1%
O=C(N/N=C/c1cccnc1)c1cccc(N2CCCC2=O)c1,-7.3%
Cc1cccc(C(=O)NC(C)C(c2cccs2)N2CCOCC2)c1 (stereo unspecified),0.6%
O=C(Nc1ccc2nc(SCC(=O)N3CCCC3)sc2c1)c1ccccc1,-4.2%
O=C(O)c1cc(N2N=C(C(F)(F)F)/C(=C/C=C/c3ccco3)C2=O)ccc1Cl,-2.8%
Cc1ccc(C)c(N2CCN(c3nc4ccccc4c4nc(CCn5nc(C)cc5C)nn34)CC2)c1,-6.2%
O=C(NCc1ccco1)c1ccc(F)c(S(=O)(=O)N2CCCCC2)c1,9.9%
Cc1cc(=O)[nH]c(SCC(=O)Nc2ccccc2[N+](=O)[O-])n1,-0.3%
Cc1c(NC(=O)c2cc3ccccc3o2)cccc1-c1nc2ccccc2o1,-0.7%
CCc1ccc(NC(=O)c2sc3nc(C)c(C(=O)Nc4ccc(C)cc4C)c(-c4ccco4)c3c2N)cc1,-4.6%
CC(=O)c1c(C)[nH]c(C(=O)COc2ccc3ccc(=O)oc3c2)c1C,0.8%
Cc1ccnc2c1ccc1cccnc12,-19.2%
Cc1ccccc1OCC(=O)Nc1sc2c(c1C#N)CC(C)(C)NC2(C)C,8.9%
COc1ccc(NC(=O)c2cc(S(=O)(=O)N3CCc4ccccc43)cn2C)cc1OC,5.1%
CCn1c(C(=O)NCCc2ccc(S(N)(=O)=O)cc2)cc2sc(Cl)cc21,-11.8%
CN(Cc1ccccc1)S(=O)(=O)c1ccc(F)c(C(=O)Nc2cc(Cl)cc(Cl)c2)c1,12.9%
COc1cc(C2CC(=O)Nc3c2c(=O)n(C)c2ncnn32)cc(OC)c1OC (stereo unspecified),-52.0%[inhibitor]
COc1ccc(CCNC(=O)CCn2c(=O)oc3ccccc32)cc1OC,-1.3%
Cc1ccc([C@H]2C[C@H](n3cc(-c4ccc(F)cc4)nn3)[C@@H](O)CN2C(=O)C2CCCCC2)cc1,-2.7%
CC1CCCN(S(=O)(=O)c2cc(C(=O)NCc3ccccc3Cl)n(C)c2)C1 (stereo unspecified),7.0%
O=C(Nc1nc2cc3c(cc2s1)OCO3)C1=COCCO1,2.9%
O=C(COc1ccc(Br)cc1)NCc1cn2ccccc2n1,-7.8%
CC(C)C(c1nnnn1CCc1ccccc1)N1CCC(C(N)=O)CC1 (stereo unspecified),-0.2%
CN1C2=NCCN2C(=O)c2cc(Cl)ccc21,-8.2%
Cn1ccc(C(=O)OCC(=O)Nc2cccc(Cl)c2)n1,-1.9%
CC(=O)NC(CCS(C)(=O)=O)C(=O)Nc1cccc(C)c1C (stereo unspecified),0.6%
COc1ccc(OC)c(NC(=O)COCc2cc(-c3ccc(F)cc3)on2)c1,1.6%
Cc1ccc(Nc2c(-c3ccccc3O)nc3cnccn23)cc1,?
Cc1cccc(OCC(=O)Nc2ccc(OCc3cc(=O)n4cc(C)ccc4n3)cc2)c1,-4.5%
Cc1ccc(S(=O)(=O)N(C)c2ccc(C(=O)NCC(c3ccco3)N3CCCC3)cc2)cc1 (stereo unspecified),-1.9%
Cc1nc2ccccc2n1CCc1nc2c3ccccc3nc(SCc3ccc(C#N)cc3)n2n1,-1.8%
COc1ccc(NC(=O)c2ccc3c(SCC(=O)O)c4c(nc3c2)CCCC4)c(OC)c1,-1.3%
COc1ccc(Nc2nc3c(S(=O)(=O)c4ccccc4)nnn3c3ccsc23)cc1OC,-9.2%
O=C(O)C(Cc1ccccc1)N1C(=O)c2cccc3cccc(c23)C1=O (stereo unspecified),7.5%
Cc1ccc(S(=O)(=O)NCC(C)n2nc(C)cc2C)cc1 (stereo unspecified),7.2%
O=C(O)CCN1CC2([N+](=O)[O-])CC=C(OCCO)C([N+](=O)[O-])(C1)C2 (stereo unspecified),-7.7%
Cc1ccc(S(=O)(=O)Nc2ccccc2C(=O)Nc2sccc2C(=O)NN(C)C)cc1,-1.9%
COc1cc(OC)c(NC(=O)NCCn2nnc3cc(S(=O)(=O)N(C)C)ccc32)cc1Cl,-5.1%
Cc1c(C(=O)NCCN(C)C)oc2c1-c1nn(Cc3cccc(Cl)c3)cc1CC2,2.1%
O=C(O)c1ccc(CSc2ccccn2)cc1,17.1%
Cc1cccc(NS(=O)(=O)c2ccc(C(=O)NCCCN3CCCC3=O)cc2)c1C,-6.0%
O=C(NCCc1ccccc1)C1COc2ccccc2C1 (stereo unspecified),5.0%
COc1ccc(NC(=O)C(=O)NCCc2csc3nc(-c4ccccc4C)nn23)cc1,-4.1%
Cc1cccc(NC(=O)CSc2nc(C3CC3)nc3ccccc23)c1,0.2%
O=C1c2ccccc2C(=O)N1N=Cc1ccc2c(c1)OCO2,1.5%

# High-throughput results: PubChem, National Center for Advancing Translational Sciences (NCATS)
